# From PubChem BioAssay
# OXTR potentiator – human OXTR potentiators, primary screen, fluorescence, CHO-OTR cells, Fluo-8 calcium | Fluo-8 calcium fluorescence, potentiator mode; 0% = oxytocin EC15, 100% = EC100 | hit rate 0.061% among 320,000 | activation, % at 3 µM | AID 2445, 2010;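 active means activation above that plate's cutoff, the mean activation of tested compounds plus 3 SD, cut at about 6.6% in these data, passing the limit was not always enough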;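 further: 100% uses oxytocin at 75 nM as the full agonist control; some results filed as inactive read as strong as hits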
# Target sequence (P30559 whole entry, looked up): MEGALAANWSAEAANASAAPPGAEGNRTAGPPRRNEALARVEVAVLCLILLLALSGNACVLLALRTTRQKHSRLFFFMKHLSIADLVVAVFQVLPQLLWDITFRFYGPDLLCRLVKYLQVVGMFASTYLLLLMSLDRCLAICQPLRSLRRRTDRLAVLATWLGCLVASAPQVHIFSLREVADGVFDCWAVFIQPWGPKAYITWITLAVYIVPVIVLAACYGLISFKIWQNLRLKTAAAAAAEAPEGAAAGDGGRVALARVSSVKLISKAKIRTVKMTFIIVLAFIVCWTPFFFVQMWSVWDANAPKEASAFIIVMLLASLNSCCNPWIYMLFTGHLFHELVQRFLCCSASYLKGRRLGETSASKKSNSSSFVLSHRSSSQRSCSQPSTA
#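 Dosing: Single dose, 3.0 µM nominal final compound concentration | Material: Human OTR in CHO cells | Technique: Kinetic Fluo-8 calcium fluorescence | Benchmarks: EC15 oxytocin alone as 0%, 75 nM oxytocin as 100% | Probe or stimulus: Oxytocin at about EC15, sub-maximal agonist stimulus | Incubation: Compound 6 min at room temperature before oxytocin, 100 s read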
# GPR7 antagonist – GPR7 receptor antagonists, primary screen, cell-based, fluorescence, single concentration. Neuropeptides B/W receptor type 1 (Homo sapiens), P48145. GPR7-expressing cells, fluorescence antagonist assay. inhibition, % at 4.4 µM. hit rate 1.1% among 290,000. AID 1861, 2009; in the data active means inhibition above about 16%, passing the limit was not always enough;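 further: cells stimulated with the agonist NPW; 0% = agonist with vehicle and 100% = vehicle without agonist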
# Target sequence (P48145 whole entry, looked up): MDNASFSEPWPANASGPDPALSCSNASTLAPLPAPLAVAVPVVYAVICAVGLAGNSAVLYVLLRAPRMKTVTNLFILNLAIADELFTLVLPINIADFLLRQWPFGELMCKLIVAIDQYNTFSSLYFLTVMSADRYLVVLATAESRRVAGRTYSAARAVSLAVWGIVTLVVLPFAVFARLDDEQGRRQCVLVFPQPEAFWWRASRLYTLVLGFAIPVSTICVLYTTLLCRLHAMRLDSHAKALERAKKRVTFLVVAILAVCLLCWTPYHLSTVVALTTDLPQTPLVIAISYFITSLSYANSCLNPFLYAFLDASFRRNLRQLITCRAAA
# CHO-K1 Ca PAM – nonselective calcium activators in parental CHO-K1 cells, primary screen, counter-screen for M1 PAM project, cell-based, Fluo-8 calcium fluorescence, full deck, 1536-well; ATP EC20; 0% at ATP EC20, 100% at ATP max; hit rate 0.02% among 360,000; activation, % at 3 µM;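 active means activation above the run cutoff, the mean activation of all test compounds plus 3 SD, cut at about 40% in these data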;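 further: peak over basal fluorescence ratio in a 140 s read after ATP addition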
# TAAR1 antagonist – human TAAR1 antagonists, primary screen, Fluo-8 calcium fluorescence, CHO RD-HGA16 cells. hit rate 1.5% among 360,000. AID 624466, 2012. inhibition, % at 3 µM. antagonist;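 active means inhibition above a per-plate cutoff, the mean inhibition of test compounds on that plate plus 3 SD, cut at about 49% in these data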;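 further: 0% = DMSO plus EC80 beta-PEA response and 100% = DMSO alone without agonist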
# Target sequence (Q96RJ0 whole entry, looked up): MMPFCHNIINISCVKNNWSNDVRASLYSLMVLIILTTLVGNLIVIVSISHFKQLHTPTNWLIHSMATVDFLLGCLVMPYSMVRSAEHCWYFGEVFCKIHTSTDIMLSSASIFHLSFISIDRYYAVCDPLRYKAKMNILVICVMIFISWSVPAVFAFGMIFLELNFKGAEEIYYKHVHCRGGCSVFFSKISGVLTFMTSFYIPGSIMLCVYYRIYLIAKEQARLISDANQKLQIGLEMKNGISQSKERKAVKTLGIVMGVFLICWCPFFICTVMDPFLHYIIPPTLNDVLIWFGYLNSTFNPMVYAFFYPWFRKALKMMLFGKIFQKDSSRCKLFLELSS
#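 Material: CHO RD-HGA16 cells bearing hTAAR1; compound dosing: one-point dosing, 3 µM nominal final; schedule: dye loading 75 min at 37 °C, then 30 min room temperature; measured by: calcium fluorescence with Fluo-8; control set: vehicle and agonist controls; replication: n of 1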
# V1aR counter – agonists of human V1a receptor, primary screen, counter-screen for OXTR agonist project, fluorescence, CHO-V1R cells; Vasopressin V1a receptor (Homo sapiens), P37288; Fluo-8 calcium fluorescence, agonist mode; 0% DMSO, 100% 3 nM vasopressin; activation, % at 3 µM; hit rate 0.25% among 320,000; AID 2797, 2010;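 active means activation above the mean activation of all tested compounds plus 3 SD, per screening run, cut at about 20% in these data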;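 further: signal is peak over basal fluorescence ratio across a 100 second FLIPR read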
# CHO parental Ca – ATP-evoked calcium signal inhibitors, parental CHO, primary screen, counter-screen for OX1R antagonist project, cell-based, fluorescence, Fluo-8 calcium dye. parental CHO-K1, ATP-induced calcium, Fluo-8 fluorescence. inhibition, % at 5.6 µM. hit rate 0.63% among 330,000;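 active means inhibition above that plate's mean sample inhibition plus 3 SD, cut at about 26% in these data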;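 further: 0% = ATP-challenged DMSO wells and 100% = DMSO wells without ATP; some compounds past the cut are filed as inactive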
#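 Test system: untransfected parental CHO cell line. Compound: one dose, 5.6 µM nominal. Detection: intracellular calcium via Fluo-8 no-wash fluorescent dye. Measure: % inhibition. Benchmarks: ATP-challenged DMSO wells low, unchallenged DMSO wells high.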
# OXTR ag – human OXTR agonists, primary screen, fluorescence, CHO-OTR cells, Fluo-8 calcium. Oxytocin receptor (Homo sapiens), P30559. Fluo-8 calcium fluorescence; normalized: DMSO 0%, oxytocin 100%. activation, % at 3 µM. hit rate 0.32% among 320,000. AID 2435, 2010;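 active means activation above the mean of all tested compounds plus 3 SD, cutoff set per screening run, cut at about 20% in these data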;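 further: peak over basal fluorescence ratio from a 100 s FLIPR kinetic read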
# CHO-K1 Ca antag – counter-screen for M1 antagonists: effect in parental CHO-K1 cells | ATP-induced calcium, Fluo-8 fluorescence | inhibition, % at 3 µM | hit rate 0.6% among 360,000 | AID 602250;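 active means inhibition above a per-plate cutoff, the plate's mean sample inhibition plus 3 SD, cut at about 24% in these data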;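 further: 0% = DMSO plus EC80 ATP and 100% = DMSO alone without ATP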
# M1 ag parental – counter-screen for M1 agonists: effect in parental CHO-K1 cells | activation, % at 3 µM | hit rate 0.48% among 360,000 | Fluo-8 calcium fluorescence; scaled to maximal ATP response, vehicle zero; in the data active means activation above about 15%;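 further: untransfected CHO-K1 host cells lacking M1 receptor as counterscreen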
# * hit, by the source's call; . = no result given.
1) O=C(NNC(=S)Nc1ccc(F)cc1)c1ccccc1OC(F)F
2) CC(=O)NCCc1nc(-c2ccc(Cl)cc2)no1
3) COc1ccccc1/C=C/C=N/NC(=O)c1cc(-c2ccc(C)o2)[nH]n1
4) O=C(Nc1cccc(Cl)c1N1CCOCC1)c1ccc2c(c1)OCCO2
5) CC(C)NC(=O)Nc1ccc2c(c1)C(=O)N([C@H](C)CO)C[C@H](C)[C@@H](CN(C)S(=O)(=O)c1ccc(F)cc1)O2
screen / no.,1,2,3,4,5
OXTR potentiator,1,-10,2,-7,3
GPR7 antagonist,0,.,-19,-6,.
CHO-K1 Ca PAM,13,-7,6,16,14
TAAR1 antagonist,6,-3,47,-9,9
V1aR counter,1.2,2.7,-0.1,-0.5,2.1
CHO parental Ca,-8,-1,-25,-8,-4
OXTR ag,2.3,2.6,0.6,-1.7,-0.2
CHO-K1 Ca antag,-6,-2,1,-19,-13
M1 ag parental,5.6,0.5,3.5,1.3,0.0

6) O=C(Nc1cccc(NC(=O)N2CCN(c3ccccc3)CC2)c1)N1CCN(c2ccccc2)CC1
7) COCC1CCN(C(=O)c2ccc3oc(CCCc4ccccc4)nc3c2)C1 (stereo unspecified)
8) CCC(C(=O)c1ccc2ncccc2c1)c1ccccc1 (stereo unspecified)
9) O=C(NCCc1ccccn1)c1n[nH]c(=O)c2ccccc12
10) CC1CCC(NC(=O)CNC(=O)c2ccc3ccccc3c2)CC1 (stereo unspecified)
screen / no.,6,7,8,9,10
OXTR potentiator,-14,-3,-7,-8,-3
GPR7 antagonist,-13,12,-8,-12,.
CHO-K1 Ca PAM,-1,-7,14,25,8
TAAR1 antagonist,53*,8,-14,-2,-40
V1aR counter,10,0.8,4.6,-0.3,-0.5
CHO parental Ca,20,-6,-6,-7,-16
OXTR ag,11,0.1,0.7,0.6,-1.6
CHO-K1 Ca antag,8,10,-2,-5,-8
M1 ag parental,5.7,1.4,3.7,1.2,0.6

11) Cc1cccc(N2C(=O)C(O)=C(C(=O)c3cccs3)C2c2ccc(C(C)C)cc2)n1 (stereo unspecified)
12) CCCNC(=S)N1CCN(C(c2ccccc2)c2ccccc2)CC1
13) O=c1[nH]c2ccc(S(=O)(=O)NCc3ccccc3)cc2[nH]1
14) Cc1nc(Nc2ccc(S(N)(=O)=O)cc2)sc1C(=O)Nc1ccccc1
15) COc1cc2nc(Nc3ccc(F)cc3)nc(N)c2cc1OC
screen / no.,11,12,13,14,15
OXTR potentiator,-14,-4,-4,5,-5
GPR7 antagonist,-13,2,-8,-9,-11
CHO-K1 Ca PAM,22,6,21,15,-6
TAAR1 antagonist,26,-7,3,23,33
V1aR counter,33*,-0.1,-0.6,0.7,3.4
CHO parental Ca,-26,-28,-2,-17,-10
OXTR ag,33*,-1.3,-0.6,-1.5,-1.5
CHO-K1 Ca antag,-16,-6,-1,-2,-6
M1 ag parental,0.9,0.2,0.8,0.8,2.1

# Retrieved by structure from the entries so far, three records:
11) Cc1cccc(N2C(=O)C(O)=C(C(=O)c3cccs3)C2c2ccc(C(C)C)cc2)n1 (stereo unspecified)
12) CCCNC(=S)N1CCN(C(c2ccccc2)c2ccccc2)CC1
13) O=c1[nH]c2ccc(S(=O)(=O)NCc3ccccc3)cc2[nH]1
screen / no.,11,12,13
OXTR potentiator,-14,-4,-4
GPR7 antagonist,-13,2,-8
CHO-K1 Ca PAM,22,6,21
TAAR1 antagonist,26,-7,3
V1aR counter,33*,-0.1,-0.6
CHO parental Ca,-26,-28,-2
OXTR ag,33*,-1.3,-0.6
CHO-K1 Ca antag,-16,-6,-1
M1 ag parental,0.9,0.2,0.8

# (continued)
16) CCOc1ccc2nc(N3CCC(C(=O)Nc4nnc(CC)s4)CC3)sc2c1
17) N#Cc1cc(Cl)c(N2CCOCC2)cc1C#N
18) CC(C)CCNC(=O)C1CC(=O)N(C2CCCC2)C1 (stereo unspecified)
19) COc1ccc2oc(C(=O)N(C)Cc3ccc(OC(F)F)cc3)c(C)c2c1
20) CC(=O)c1cccc(NC(=O)NC2CCCc3ccccc32)c1 (stereo unspecified)
screen / no.,16,17,18,19,20
OXTR potentiator,-5,-8,0,-12,0
GPR7 antagonist,1,-10,-4,-1,-8
CHO-K1 Ca PAM,2,-1,14,3,-14
TAAR1 antagonist,-17,-3,10,8,-5
V1aR counter,1.3,2.9,-0.7,0.9,0.2
CHO parental Ca,-18,-2,4,-8,-20
OXTR ag,0.9,2.5,-0.5,-0.5,-1.3
CHO-K1 Ca antag,7,5,-10,0,2
M1 ag parental,-0.3,0.8,0.6,0.0,1.4

21) NS(=O)(=O)c1cccc(NC(=O)/C=C/c2cccs2)c1
22) O=C(NC1CC1)c1cccc(Oc2ccccc2)c1
23) CCC(c1nnnn1Cc1ccco1)N(Cc1cc2cc(OC)ccc2[nH]c1=O)C1CCCCC1 (stereo unspecified)
24) COC(=O)C1=C(C)N(CCCC(=O)O)C(=O)NC1c1cccc2ccccc12 (stereo unspecified)
25) COc1ccccc1CNC(=O)C1CCCN1S(=O)(=O)c1ccc2c(c1)C(C)(C)C(=O)N2C (stereo unspecified)
screen / no.,21,22,23,24,25
OXTR potentiator,3,-1,-24,2,.
GPR7 antagonist,-8,-12,-4,.,.
CHO-K1 Ca PAM,12,-2,19,7,18
TAAR1 antagonist,-14,-2,-36,1,-12
V1aR counter,-0.1,0.2,0.4,-0.1,.
CHO parental Ca,-4,-4,-19,-7,.
OXTR ag,-0.4,-1.2,-0.4,0.5,.
CHO-K1 Ca antag,-4,-18,-10,-11,-16
M1 ag parental,0.4,-0.1,0.2,1.1,0.4

# Entries from the list above that have a thiophene ring, fused or not (2):
11) Cc1cccc(N2C(=O)C(O)=C(C(=O)c3cccs3)C2c2ccc(C(C)C)cc2)n1 (stereo unspecified)
21) NS(=O)(=O)c1cccc(NC(=O)/C=C/c2cccs2)c1
screen / no.,11,21
OXTR potentiator,-14,3
GPR7 antagonist,-13,-8
CHO-K1 Ca PAM,22,12
TAAR1 antagonist,26,-14
V1aR counter,33*,-0.1
CHO parental Ca,-26,-4
OXTR ag,33*,-0.4
CHO-K1 Ca antag,-16,-4
M1 ag parental,0.9,0.4

# Next part:
26) Cc1ccc(OCc2ccc(C(=O)O)o2)c([N+](=O)[O-])c1
27) COc1cccc(OC)c1NC(=O)CN1CCN(C)CC1
28) Brc1ccc(OCCCN2CCOCC2)cc1
29) Cc1cc(NC(=O)CSc2n[nH]c(N)n2)no1
30) CN(C)S(=O)(=O)c1cccc(C(=O)OCC(=O)N2c3ccccc3NC(=O)C2(C)C)c1
screen / no.,26,27,28,29,30
OXTR potentiator,4,-5,3,-1,-11
GPR7 antagonist,-11,-10,-5,11,-5
CHO-K1 Ca PAM,20,2,-2,7,-3
TAAR1 antagonist,-24,-6,-2,-11,-2
V1aR counter,-0.3,0.5,1.0,1.2,1.0
CHO parental Ca,-15,0,-8,0,-18
OXTR ag,0.0,0.1,1.6,-0.2,-0.4
CHO-K1 Ca antag,-1,-14,9,-15,0
M1 ag parental,0.4,0.4,-0.2,0.2,1.9

31) CNC(=O)c1csc(-c2ccc(Cl)cc2)n1
32) CCOC(=O)N1CCN(C(=O)c2cn(C)c3ccc(S(=O)(=O)N4CCCC4)cc3c2=O)CC1
33) Cc1cc(C)nc(SCC(=O)Nc2cc(C)on2)n1
34) CCCCNC(=S)Nc1ccc([N+](=O)[O-])cc1
35) CC(=O)NCCn1c(SCc2ccc(C)cc2C)nc2ccccc2c1=O
screen / no.,31,32,33,34,35
OXTR potentiator,-4,-1,-2,-16,1
GPR7 antagonist,4,-7,-6,23*,13
CHO-K1 Ca PAM,-4,3,9,-16,-1
TAAR1 antagonist,-6,10,1,2,8
V1aR counter,-1.2,0.8,0.8,8.0,0.5
CHO parental Ca,-18,-2,-1,23,-13
OXTR ag,-2.4,0.7,0.1,10,-0.4
CHO-K1 Ca antag,3,-10,-4,34*,8
M1 ag parental,-0.7,0.7,0.0,13,1.5

# Among those listed so far, four have fluorine.
1) O=C(NNC(=S)Nc1ccc(F)cc1)c1ccccc1OC(F)F
5) CC(C)NC(=O)Nc1ccc2c(c1)C(=O)N([C@H](C)CO)C[C@H](C)[C@@H](CN(C)S(=O)(=O)c1ccc(F)cc1)O2
15) COc1cc2nc(Nc3ccc(F)cc3)nc(N)c2cc1OC
19) COc1ccc2oc(C(=O)N(C)Cc3ccc(OC(F)F)cc3)c(C)c2c1
screen / no.,1,5,15,19
OXTR potentiator,1,3,-5,-12
GPR7 antagonist,0,.,-11,-1
CHO-K1 Ca PAM,13,14,-6,3
TAAR1 antagonist,6,9,33,8
V1aR counter,1.2,2.1,3.4,0.9
CHO parental Ca,-8,-4,-10,-8
OXTR ag,2.3,-0.2,-1.5,-0.5
CHO-K1 Ca antag,-6,-13,-6,0
M1 ag parental,5.6,0.0,2.1,0.0

# More records.
36) CN(C)C(=S)c1ccccc1
37) CC(=O)NCCNc1nc(NC(C)C)nc2ccsc12
38) CCCn1c(=O)c2c(C(F)(F)F)cc(-c3ccco3)nc2n(CCC)c1=O
39) COc1cc(OC)c2cc(C(=O)N/N=C/c3cccc(OC)c3O)[nH]c2c1
40) CCCN1CCN(C(=S)Nc2sc(CC)cc2C(=O)OC)CC1
41) COc1ccc(CCNC(=O)Cc2cccs2)cc1
42) Oc1cccc(NC(=S)N=Nc2c(O)[nH]c3ccccc23)c1
43) CS(=O)(=O)N(CC(=O)Nc1ccccc1C(=O)N1CCOCC1)c1ccc(Cl)cc1
screen / no.,36,37,38,39,40,41,42,43
OXTR potentiator,-5,.,-1,-4,-8,-8,-5,6
GPR7 antagonist,-10,.,4,-1,-18,-2,-7,-8
CHO-K1 Ca PAM,6,13,-6,16,-15,28,21,19
TAAR1 antagonist,-6,-2,-27,32,-21,0,13,-11
V1aR counter,0.6,.,-0.2,0.3,0.1,0.2,0.4,-0.6
CHO parental Ca,-5,.,-7,-12,-28,-2,4,2
OXTR ag,-0.5,.,-0.1,0.0,0.2,-1.1,0.0,0.8
CHO-K1 Ca antag,-6,-4,-8,-21,-9,-15,-12,-14
M1 ag parental,0.4,0.7,-0.2,3.5,-0.4,0.2,3.7,0.1

# No enrichment for hits; about 3.5% have a hit in one of these screens.
